Screening data as filed in PubChem.
TEAD-YAP inh: TEAD-YAP interaction inhibition; HEK-TIYL cells, TEAD-Gal4/YAP UAS-luciferase luminescence; inhibition, % at 9.12 µM; 640,000 compounds, 1.4% hits; AID 1259422; in the data active means inhibition above about 32%;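 further: 0% = median of test compound wells and 100% = reference inhibitor wells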
GPR151 activ: human GPR151 activation. AID 1508602. Q8TDV0. PathHunter beta-arrestin GPR151 cells, luminescence. 650,000 compounds, 1% hits. activation, % at 11.2 µM; in the data active means activation above about 4.9%;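 further: 0% = median of compound wells and 100% = cells with positive control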
Target sequence (Q8TDV0 whole entry, looked up): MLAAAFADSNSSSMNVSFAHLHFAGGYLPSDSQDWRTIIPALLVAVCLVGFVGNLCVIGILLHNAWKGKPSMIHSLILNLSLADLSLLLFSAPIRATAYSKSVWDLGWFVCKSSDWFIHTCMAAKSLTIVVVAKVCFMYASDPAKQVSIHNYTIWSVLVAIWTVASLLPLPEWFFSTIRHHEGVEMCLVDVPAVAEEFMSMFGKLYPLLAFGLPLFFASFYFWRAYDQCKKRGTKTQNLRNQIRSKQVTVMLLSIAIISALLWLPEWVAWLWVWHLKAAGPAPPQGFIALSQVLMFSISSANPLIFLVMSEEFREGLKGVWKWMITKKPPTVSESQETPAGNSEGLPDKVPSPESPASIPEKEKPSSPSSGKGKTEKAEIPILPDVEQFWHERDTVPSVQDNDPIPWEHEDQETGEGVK
MITF inh: blocks human microphthalmia-associated transcription factor; AID 1259374; inhibition, % at 2.6 µM; 650,000 compounds, 0.91% hits; AlphaScreen MITF homodimerization, bead proximity signal; in the data active means inhibition above about 50%;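 further: 0% = vehicle wells with protein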
Target sequence (O75030 whole entry, looked up): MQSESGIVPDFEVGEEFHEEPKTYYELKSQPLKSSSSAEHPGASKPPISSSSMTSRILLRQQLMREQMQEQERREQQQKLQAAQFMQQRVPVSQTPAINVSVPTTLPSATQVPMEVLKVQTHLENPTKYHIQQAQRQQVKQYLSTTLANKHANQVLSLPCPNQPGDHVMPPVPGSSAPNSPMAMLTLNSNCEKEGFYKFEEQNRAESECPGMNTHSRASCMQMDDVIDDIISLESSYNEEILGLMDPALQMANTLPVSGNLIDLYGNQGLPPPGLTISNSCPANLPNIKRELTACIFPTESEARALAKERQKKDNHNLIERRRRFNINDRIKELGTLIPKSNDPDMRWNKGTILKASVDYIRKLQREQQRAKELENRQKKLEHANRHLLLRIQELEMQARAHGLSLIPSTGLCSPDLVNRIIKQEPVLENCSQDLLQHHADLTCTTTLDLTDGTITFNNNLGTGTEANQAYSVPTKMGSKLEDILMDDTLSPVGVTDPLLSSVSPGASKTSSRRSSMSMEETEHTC
FBW7 activator: human FBW7 E3 ligase activation, primary screen; Q969H0; normalized activity (activation), % at 26.1 µM; AlphaScreen FBW7–phospho-cyclin E peptide binding, activator screen; 650,000 compounds, 0.13% hits; in the data active means normalized activity above about 1.9%;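 further: purified mutant Fbw7 with reduced substrate affinity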
The depositor's hits bear a star.

molecule	GPR151 activ	FBW7 activator	MITF inh	TEAD-YAP inh
CCOc1ccccc1NC(=O)c1c(NC(=O)c2ccccc2Cl)sc2c1CCC(C)C2 (centres undefined)	0.3	-1.0	4.0	-14.8
CCCN1C(=O)C2(/C(=C(\O)c3ccc(C)cc3)C(=O)C(=O)N2CCCOC)c2ccccc21 (centres undefined)	1.6	0.2	2.3	0.2
CC(=O)C1=C(c2ccc(C(C)(C)C)cc2)N(C(C)=O)n2cnnc2S1	0.9	0.1	2.7	84.0*
CCCn1c(SCC(=O)Nc2ccc(C)cc2Br)n[nH]c1=O	0.3	-0.1	-4.4	9.5
Cc1ccc(NC(=O)c2cnc3n(c2=O)CCS3)cc1	-0.2	-0.2	-1.8	-27.7
Cc1cc2c(cc(C(=O)OCC(=O)NCc3ccco3)n2C)s1	-0.5	-0.3	-8.7	31.5
Cc1nc2nc(COc3ccccc3)[nH]n2c(=O)c1C	2.1	0.4	4.3	4.8
Cc1c(N=NN(C)c2c(C)n(C)n(-c3ccccc3)c2=O)c(=O)n(-c2ccccc2)n1C	-2.0	0.3	4.2	-8.3
CCc1nc2sc(C(c3ccccc3F)N3CCC4(CC3)OCCO4)c(O)n2n1 (centres undefined)	1.8	0.0	3.3	-6.9
O=C(CSc1ccccn1)Nc1ccc(Br)cc1	-0.3	-0.2	7.6	-0.3
Cc1cccc(OCC(O)CN2CCC(C(N)=O)CC2)c1 (centres undefined)	-0.4	0.2	-4.7	15.2
CC1=C(C(=O)Nc2ccccc2)C(c2cccs2)C(C#N)=C(SCc2ccccc2)N1 (centres undefined)	-0.1	0.0	3.9	-1.5

Next structures follow:
molecule	GPR151 activ	FBW7 activator	MITF inh	TEAD-YAP inh
COc1ccc(CNC(=O)CCCn2c(SCC(=O)NC3CCCCC3)nc3cc4c(cc3c2=O)OCO4)cc1	0.5	-0.1	-8.2	-0.4
Cc1ncoc1C(=O)NCC1Cc2cccc(-c3ccncc3)c2O1 (centres undefined)	0.1	0.2	6.7	16.9
COC(=O)CSc1nnc(-c2ccc(C)cc2)o1	-0.7	0.0	3.6	0.9
CC(=O)c1ccc(NC(=O)c2ccc3c(c2)N(C)CCS3)cc1	-1.8	-0.1	13.4	-49.4
O=C(NCCN1CCOCC1)c1cc(-c2ccccn2)nc2ccccc12	2.9	-0.1	8.0	8.5
C/C(=N\NC(=O)c1ccc(O)cc1)c1ccc(N2CCOCC2)cc1	-1.0	0.2	2.7	-17.8
O=C(O)CN1N=C(c2ccccc2)CCC1=O	-0.9	-0.1	2.3	-1.8
O=C(c1cccc(Cl)c1)N1CCSC1=S	-0.9	1.0	18.3	-13.4
NC(=O)C1CCN(C(=O)CN2CCN(c3cccc(C(F)(F)F)c3)CC2)CC1	1.1	0.2	18.7	-0.4
CCOc1ccc2ccccc2c1/C=c1\sc2n(c1=O)C(c1ccccc1OC)C(C(C)=O)=C(C)N=2 (centres undefined)	1.7	-0.6	2.6	7.9
CCc1cc(=O)oc2c(O)c(O)ccc12	0.4	0.0	22.2	-2.6
CCOc1ccc(C2C(C(=O)OC)=C(C)Nc3nnnn32)cc1 (centres undefined)	-0.8	-0.1	-0.8	-2.2

Next entries.
molecule	GPR151 activ	FBW7 activator	MITF inh	TEAD-YAP inh
COc1ccc(OC)c(NC(=O)COc2ccc3c(C)cc(=O)oc3c2)c1	2.0	0.3	10.7	1.9
Cc1ccc(C2=CC(c3ccc(C)cc3)n3ncnc3N2)cc1 (centres undefined)	-0.6	0.0	-5.8	-44.6
CCOc1cc(CN2CCN(Cc3cc(OC)cc(OC)c3)C(CCO)C2)ccc1OC (centres undefined)	3.8	-0.1	1.0	9.3
Cc1ccc(C(=O)N2N=C(c3ccccc3)CC2c2ccc(N(C)C)cc2)cc1 (centres undefined)	-0.5	0.0	7.2	-7.1
CCc1cc2c3c(c(=O)oc2cc1OC)CCCC3	-0.2	0.0	17.7	4.4
O=C(NCCN1CCN(C(=O)CCSc2ccccc2)CC1)c1ccsc1	0.1	0.1	4.6	-9.2
C/C(N)=C(/C#N)C(=O)COC(=O)c1cc2c(C)nn(Cc3ccc(C)cc3)c2s1	-1.1	0.1	-5.6	1.2
CC(C)C(=O)Nc1c2c(nn1-c1ccc(Cl)cc1)CS(=O)(=O)C2	0.5	0.2	0.3	-0.2
CCSc1ccccc1C(=O)N1CCN(c2ccc(-c3ccccn3)nn2)CC1	-0.9	-1.4	121.4*	27.2
CCc1ccc2oc(-c3ccc(NC(=O)COc4ccccc4[N+](=O)[O-])cc3)nc2c1	0.0	-0.1	-6.2	-7.6
N#CCSc1nc(N)c(C#N)c(C2CCCCC2)c1C#N	1.0	0.3	18.9	-53.9
Cc1ccc(S(=O)(=O)c2cccc(S(=O)(=O)NC3CCCC3)c2)cc1S(=O)(=O)NC1CCCC1	-0.3	-0.2	-4.9	-0.6

Next part
molecule	GPR151 activ	FBW7 activator	MITF inh	TEAD-YAP inh
O=C(c1ccc(F)c(F)c1)N1CCC(c2nnc(-c3ccco3)s2)CC1	0.2	0.0	6.8	10.3
CC(C)CN(CC(C)C)c1ccc([N+](=O)[O-])cc1C1Oc2c1c(=O)n(C)c(=O)n2C (centres undefined)	-0.2	-0.1	-4.0	4.7
CCc1ccc(OCC(=O)Nc2cc3oc4ccccc4c3cc2OC)cc1	0.3	-0.3	9.5	-5.5
CC1CCC(NC(=O)[C@H](CCC(N)=O)NC(=O)c2ccc(F)cc2)CC1 (some centres undefined)	0.8	0.0	-5.8	-8.8
CC(C)n1c(Nc2ccccn2)nc2c(Nc3ccc(Oc4ccccc4)cc3)ncnc21	0.7	0.1	1.2	56.1*
Nc1nc(NCc2nc3ccccc3[nH]2)cc(N2CCCC2CO)n1 (centres undefined)	2.1	0.0	11.6	2.6
COCCn1c(C)cc2c(c1=O)C(c1cccnc1)C(C(=O)OC)=C(N)O2 (centres undefined)	-0.3	0.1	4.5	3.0
CCc1c(C(=O)Nc2sc(C(N)=O)c(C)c2C(=O)OC)csc1C	-0.7	-0.1	9.4	0.0
COc1ccccc1/C=C/C=N/N1CCN(c2ccccn2)CC1	1.5	-0.2	-11.2	2.4
O=C(/C=C(\O)c1ccc(F)cc1)C(=O)Nc1cccc(Cl)c1	-1.2	0.0	36.1	-32.5
Cc1nn2cc(C(=O)c3ccccc3O)cnc2c1-c1cccs1	0.3	0.5	12.3	-46.8
O=C(C1=C(O)C(=O)N(CCN2CCOCC2)C1c1ccco1)c1ccco1 (centres undefined)	1.9	0.1	9.7	-1.7

More records:
molecule	GPR151 activ	FBW7 activator	MITF inh	TEAD-YAP inh
CC1(C)CC(=O)C2=C(C1)N=C1c3ccccc3C(=O)C1C2c1ccc(O)c(O)c1 (centres undefined)	-0.5	-0.3	17.7	11.6
COCCSc1nnc(NC(=O)CC(c2ccccc2)c2ccccc2)s1	-0.2	0.7	11.6	-5.8
CSc1nnc(C2CCCN(CC(=O)Nc3ccc4c(c3)CCC4)C2)n1C (centres undefined)	0.0	-0.1	7.8	6.4
O=C(c1ccc([N+](=O)[O-])cc1Cl)N1CCOCC1	-0.4	0.1	-11.0	-11.9
COc1ccc(/C=C(\C#N)C(=O)OCC(=O)NC(C)C2CC3CCC2C3)cc1 (centres undefined)	-0.8	-0.2	-2.5	10.2
COc1ccc(C2CC(=O)C3=C(C2)Nc2ccccc2N(C(=O)C(F)(F)F)C3c2cccc(OC)c2)cc1 (centres undefined)	-0.6	-0.1	9.2	12.2
COc1ccccc1/C=C/C(=O)OCCCC(=O)c1ccccc1	1.7	-0.1	4.3	0.4
CCCCOC(=O)Nc1nc2ccc(OC)cc2s1	2.4	0.0	-2.9	-31.7
Cc1ccccc1-n1nc2c(c1NC(=O)c1cccc([N+](=O)[O-])c1C)CSC2	3.1	-0.1	12.5	-0.3
O=C(c1sc2ccccc2c1Cl)N1CCCCC1	2.1	-0.1	-9.5	-21.3
CCN1CCc2c(sc(NC(=O)c3ccc(C)cc3)c2C(N)=O)C1	1.8	0.1	3.1	3.9
Cc1cc(-n2c(C)cc(C(=O)COC(=O)c3cc(=O)[nH]c4ccccc34)c2C)no1	-1.5	0.0	-5.4	-18.6

Single records, as listed above. Screens in order: GPR151 activ	FBW7 activator	MITF inh	TEAD-YAP inh
Cc1ccccc1-n1nc2c(c1NC(=O)c1cccc([N+](=O)[O-])c1C)CSC2 as listed: 3.1	-0.1	12.5	-0.3
CCCCOC(=O)Nc1nc2ccc(OC)cc2s1 as listed: 2.4	0.0	-2.9	-31.7

(next part)
molecule	GPR151 activ	FBW7 activator	MITF inh	TEAD-YAP inh
COc1ccc(OC)c(CN2CCc3nnc(CCc4ccccc4)n3CC2)c1	0.4	0.8	11.6	11.3
CN1CCN(C(=S)C(=O)Nc2ccc(Br)cc2)CC1	0.8	0.1	-15.5	-8.0
COc1cc(C2C(C#N)=C(N)Oc3n[nH]c(C)c32)ccc1O (centres undefined)	0.4	0.0	-4.5	-4.8
N#C/C(=C\c1ccc2c(c1)OCO2)C(=O)OCc1csc(Nc2ccccc2)n1	1.2	0.1	-2.1	-3.3
Cc1c(C(N)=O)sc2ncn(CC(=O)OC(C)C)c(=O)c12	1.4	-0.1	-8.2	-7.4
Cc1ccc(-c2ocnc2C(=O)N2CCC(C(N)=O)CC2)cc1	-0.8	0.1	2.4	2.2
O=C(Nc1cccc(S(=O)(=O)N2CCOCC2)c1)Nc1cccc(Cl)c1Cl	0.3	0.0	2.2	-3.7
CC(C)n1cnc2c(NCc3ccccc3)nc(Nc3cccnc3)nc21	-2.3	-0.1	0.6	4.5
COc1cc(C(=O)Nc2ccc3c4c(cccc24)CC3)cc(OC)c1OC	-0.3	0.0	10.7	52.8*
COc1ccc(C2(C(=O)N3CCCC3c3nc(-c4ccncc4)n[nH]3)CCCC2)cc1 (centres undefined)	-0.3	-0.1	4.1	10.9
CC1(C)N=C(c2cccc3ccccc23)CC(c2ccccc2O)N1 (centres undefined)	-1.6	0.6	14.3	-44.2
O=C(CSc1ccc2nnc(-c3cccnc3)n2n1)c1ccc(Cl)cc1	0.0	-0.1	1.5	5.8

The list continues.
molecule	GPR151 activ	FBW7 activator	MITF inh	TEAD-YAP inh
COc1ccc(OCCCN2C(=O)C(=O)c3cc(C)ccc32)cc1	0.2	-0.4	11.7	8.4
O=C(O)c1ccc(C(=O)c2ccc([N+](=O)[O-])cc2)cc1	3.3	0.0	14.2	0.6
C/C(=N\NC(=O)c1ccccc1O)c1ccc([N+](=O)[O-])cc1	1.1	0.1	1.2	-13.4
CCCCNC(=O)NC(=O)c1c(Cl)nc(Cl)c(Cl)c1C	0.6	0.2	1.8	11.4
O=C1COc2ccc(C(=O)CCl)cc2N1	0.1	0.4	23.9	6.7
Cc1cc(C)cc(NC(=O)C2C3C=CC4(O3)C2C(=O)N(C2CCC(C)CC2)C4C(=O)NC2CCCCC2)c1 (centres undefined)	0.2	0.2	10.6	11.1
CC(C)OC(=O)C1CCCN1S(=O)(=O)c1cccc2nsnc12 (centres undefined)	-2.3	0.0	-2.8	3.0
CCCCN1C(=O)c2cccc3c(NC(=O)c4cc(=O)c5ccccc5o4)ccc1c23	-0.5	0.2	3.1	-11.1
COc1cccc(CN2CCN(C(=O)Nc3ccc(F)cc3)[C@@H](C)C2)c1	0.3	-0.1	-5.7	-11.3
CC(C)CCNC(=O)CCCCn1c(=O)c2ccccc2n(CC(=O)NCc2ccccc2)c1=O	0.8	-0.1	1.7	7.4
CC(C)Oc1ccc(C(=O)OCC(=O)Nc2ccc(C#N)cc2)cc1	-0.2	0.4	6.4	13.8
COC(=O)c1c(OCC2CCCN(C)C2)cc(=O)n2c1CCN(Cc1ccco1)CC2 (centres undefined)	0.2	0.0	5.9	3.0

Pulled by compound from the list above (7):
molecule	GPR151 activ	FBW7 activator	MITF inh	TEAD-YAP inh
COc1ccc(C2(C(=O)N3CCCC3c3nc(-c4ccncc4)n[nH]3)CCCC2)cc1 (centres undefined)	-0.3	-0.1	4.1	10.9
CSc1nnc(C2CCCN(CC(=O)Nc3ccc4c(c3)CCC4)C2)n1C (centres undefined)	0.0	-0.1	7.8	6.4
N#C/C(=C\c1ccc2c(c1)OCO2)C(=O)OCc1csc(Nc2ccccc2)n1	1.2	0.1	-2.1	-3.3
COc1ccc(OCCCN2C(=O)C(=O)c3cc(C)ccc32)cc1	0.2	-0.4	11.7	8.4
O=C(CSc1ccc2nnc(-c3cccnc3)n2n1)c1ccc(Cl)cc1	0.0	-0.1	1.5	5.8
CC1=C(C(=O)Nc2ccccc2)C(c2cccs2)C(C#N)=C(SCc2ccccc2)N1 (centres undefined)	-0.1	0.0	3.9	-1.5
COc1cc(C2C(C#N)=C(N)Oc3n[nH]c(C)c32)ccc1O (centres undefined)	0.4	0.0	-4.5	-4.8

(further entries)
molecule	GPR151 activ	FBW7 activator	MITF inh	TEAD-YAP inh
Cc1cc(Cl)ccc1NC(=O)c1ccc(N(C)S(=O)(=O)c2ccccc2)cc1	-1.6	0.3	10.6	6.2
CCOc1cc(C2C(C(=O)OCCSCC)=C(C)NC3=C2C(=O)CC(c2ccc(OC)cc2)C3)ccc1O (centres undefined)	0.7	0.3	15.7	-2.6
Cc1ccc(CN2CCN(C3CCCCCC3)CC2)cc1	-0.9	0.2	68.8*	3.1
CC(=O)c1ccc(OC(=O)c2cccs2)cc1	1.2	0.1	-1.0	4.0
O=S1(=O)CCN2N=C(SCc3ccccc3)SC2=N1	-0.9	0.0	6.0	2.1
Cc1nc2ccccc2n1-c1ccc([N+](=O)[O-])cc1[N+](=O)[O-]	0.0	-0.4	-10.9	1.3
Cc1ccc(N(C(=O)Cc2nc(N)n[nH]2)C2(C(=O)Nc3ccccc3C)CCCCC2)cc1	2.6	-0.1	9.9	4.3
O=c1oc2cc(Cl)ccc2n1S(=O)(=O)c1ccc([N+](=O)[O-])cc1	1.6	0.0	1.8	5.8
Cc1ccc(C(=O)NCC(=O)OCC(=O)Nc2cccc(Oc3ccccc3)c2)s1	-0.5	0.1	9.8	-1.4
